M5 antag = blocks acetylcholine activation of human M5 receptor; inhibition, % at 3 µM; 0.59% of 360,000 active; CHO-hM5 cells, Fluo-8 calcium fluorescence, ACh EC80;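 active = inhibition above a per-plate cutoff, the mean of that plate's test compounds plus 3 SD, cut at about 27% in these data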;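 also: 0% = acetylcholine EC80 with DMSO and 100% = DMSO without agonist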
Target sequence (P08912 whole entry, looked up): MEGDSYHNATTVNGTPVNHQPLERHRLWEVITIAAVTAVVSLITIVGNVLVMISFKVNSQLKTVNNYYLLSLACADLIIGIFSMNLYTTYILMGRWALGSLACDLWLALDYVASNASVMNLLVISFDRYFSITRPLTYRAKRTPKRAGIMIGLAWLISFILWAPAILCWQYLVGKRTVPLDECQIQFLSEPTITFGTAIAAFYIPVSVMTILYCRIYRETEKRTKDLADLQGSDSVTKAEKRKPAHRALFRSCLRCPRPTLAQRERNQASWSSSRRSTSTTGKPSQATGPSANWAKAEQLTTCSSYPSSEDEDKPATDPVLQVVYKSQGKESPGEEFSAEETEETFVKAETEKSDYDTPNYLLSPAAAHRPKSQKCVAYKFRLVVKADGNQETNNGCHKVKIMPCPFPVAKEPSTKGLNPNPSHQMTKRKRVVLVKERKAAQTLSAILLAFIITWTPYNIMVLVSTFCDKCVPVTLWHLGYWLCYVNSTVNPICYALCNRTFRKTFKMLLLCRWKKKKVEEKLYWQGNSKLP
M4 PAM = CHRM4 positive allosteric modulation; P08173; CHO-K1 hM4/Gqi5, Fluo-8 calcium fluorescence, ACh EC20; 0% = ACh EC20, 100% = maximal ACh; activation, % at 3 µM; 0.4% of 360,000 active; AID 624126;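 active = activation above its plate's cutoff, the mean activation of sample wells plus 3 SD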; also: some results filed as inactive read as strong as hits
Target sequence (P08173 whole entry, looked up): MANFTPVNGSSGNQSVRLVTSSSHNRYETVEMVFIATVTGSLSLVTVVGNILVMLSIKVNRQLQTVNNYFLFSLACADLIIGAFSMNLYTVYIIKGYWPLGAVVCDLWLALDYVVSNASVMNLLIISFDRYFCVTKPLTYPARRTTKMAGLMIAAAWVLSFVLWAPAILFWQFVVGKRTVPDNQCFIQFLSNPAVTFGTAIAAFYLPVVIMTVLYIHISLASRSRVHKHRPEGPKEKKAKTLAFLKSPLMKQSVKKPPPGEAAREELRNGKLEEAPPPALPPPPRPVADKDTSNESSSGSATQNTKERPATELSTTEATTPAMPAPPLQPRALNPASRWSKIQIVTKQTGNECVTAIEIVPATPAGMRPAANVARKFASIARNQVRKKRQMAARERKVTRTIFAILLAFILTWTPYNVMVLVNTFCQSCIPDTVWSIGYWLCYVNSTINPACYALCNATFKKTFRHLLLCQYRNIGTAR
M5 PAM = positive allosteric modulators of human muscarinic M5 receptor | P08912 | CHO-K1 hM5, Fluo-8 calcium, ACh EC20 PAM; 0% = ACh EC20, 100% = ACh EC100 | activation, % at 3 µM | 0.3% of 360,000 active;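 active = activation above the run cutoff, the mean activation of all test compounds plus 3 SD, cut at about 18% in these data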
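Test system: CHO-K1 hM5 cells / Doses: single-point, 3 µM nominal / Times: Post-acetylcholine fluorescence recording 140 s / Technique: Fluo-8 calcium fluorescence / Measure: Max/basal fluorescence ratio as % of EC20–EC100 ACh window / Benchmarks: low control EC20 acetylcholine (0%), high control EC100 acetylcholine (100%) / Replicates: one well per compound, no replicates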
CRFR2-BP antag = blocks CRF-induced signaling of the CRF-BP/CRF-R2 complex | HEK293 CRF-R2/CRF-BP, CRF-induced calcium fluorescence | inhibition, % at 11.8 µM | 0.59% of 350,000 active;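 active = inhibition of the ligand-induced calcium signal above about 50% at the single tested concentration, limit read from the data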
IDE cell inh = inhibits human insulin-degrading enzyme in HEK cells | P14735 | FAbetaB cleavage, fluorescence polarization | 0.41% of 320,000 active | inhibition, % at 5.59 µM;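 active = percent inhibition above the average of all tested compounds plus 3 SD, set per screening campaign, cut at about 16% in these data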;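 also: IDE supplied by intact live HEK cells; FP after avidin binding of uncleaved biotin substrate so inhibition keeps polarization high; 0% = DMSO wells and 100% = 60 µM reference IDE inhibitor Ii1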
CHRM4 agonist = CHRM4 agonism in calcium assay; CHO-K1 hM4/Gqi5, Fluo-8 calcium fluorescence; vehicle 0%, full acetylcholine response 100%; 0.14% of 360,000 active; activation, % at 3 µM; P08173;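 active = activation above the run mean over all test wells plus 3 SD, cut at about 32% in these data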;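 also: peak over basal fluorescence ratio per well then scaled between controls; 0% = DMSO wells and 100% = acetylcholine at EC100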
M5 ag = CHRM5 agonism in calcium assay; P08912; CHO-K1 hM5 cells, Fluo-8 calcium fluorescence; 0% DMSO wells, 100% maximal acetylcholine response; activation, % at 3 µM; 0.19% of 360,000 active; AID 624037;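 active = activation above the run's mean over test compounds plus 3 SD, cut at about 23% in these data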;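 also: signal is peak over basal fluorescence ratio across the kinetic read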
CRFR2-BP ag = agonists of human CRF-binding protein/CRF-R2 receptor complex; 0.46% of 350,000 active; HEK293 CRF-R2/CRF-BP, calcium dye fluorescence (FLIPR); percent of saturating CRF peptide response; activation, % at 13.2 µM;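 active = activation of at least 50%, plus an integration ratio under a set limit after plate pattern correction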;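 also: plate controls were neutral control wells without compound for no effect and CRF at EC100 for full effect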
M4 antag = antagonists of human muscarinic M4 receptor (CHRM4). P08173. CHO-hM4 cells, ACh EC80, Fluo-8 calcium fluorescence. inhibition, % at 3 µM. 0.73% of 360,000 active;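 active = inhibition above its plate's cutoff, the mean inhibition of sample wells plus 3 SD, cut at about 27% in these data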;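 also: 0% = acetylcholine EC80 with DMSO and 100% = DMSO without agonist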
* hit, by the source's call; x = not tested or not shown. Rows are unselected (roughly 2.9% active in at least one column).

M5 antag	M4 PAM	M5 PAM	CRFR2-BP antag	IDE cell inh	CHRM4 agonist	M5 ag	CRFR2-BP ag	M4 antag	SMILES
3	6	0	2	5	1	1	4.4	-8	Cc1ccc(/C=C2\SC(=S)N(C3CCS(=O)(=O)C3)C2=O)o1 (stereo not given)
10	2	-4	-26	0	0	-4	1.5	-3	Cc1ccc(C(=O)Nc2nc(-c3ccccc3)c(-c3ccccc3)o2)cc1
4	1	-1	1	2	1	1	0.9	1	O=C1C(=O)N(c2ccccn2)C(c2ccc(F)cc2)/C1=C(/O)c1ccc(Br)cc1 (stereo not given)
-2	-2	1	-77	5	10	-3	12	-15	CCOC(=O)c1c(CN2CCN(C)CC2)n(-c2ccccc2)c2cc(Br)c(O)cc12
-12	23*	14	13	-2	2	0	1.7	-8	CCN1C(=O)/C(=C2\Sc3ccccc3N2CC)OC1=S
7	-8	-3	-8	6	1	-7	-2.5	0	COc1ccc(S(=O)(=O)NCC2CCCN(Cc3ccc(O)cc3)C2)cc1 (stereo not given)
0	-1	-1	-8	-1	2	1	-0.5	5	Cc1nc(N(CCO)C2CCCCC2)c2nnn(Cc3ccccc3)c2n1
-5	11	2	2	0	1	-3	-0.2	-4	CC(=O)NC(CC(=O)NCC(c1ccco1)N(C)C)c1ccccc1 (stereo not given)
-1	-2	-2	-9	3	4	1	-0.6	-2	Cc1c(NS(=O)(=O)c2cccc(C(=O)NCc3ccc(Cl)cc3)c2)c(=O)n(-c2ccccc2)n1C
12	5	-2	-5	-3	1	-1	2.7	1	CCOC(=O)N1C(=O)[C@](CC)(c2ccccc2)N1C(=O)OCC
1	4	-3	4	2	0	0	0.7	-4	CSc1nc(-c2ccccc2)c2cc(Cl)ccc2n1
0	-2	0	0	3	1	-2	-0.2	-5	CCCCC(=O)Nc1ccc(C(=O)NCCN2CCOCC2)cc1
1	0	3	3	x	0	0	-1.5	-1	Cc1ccc(C(=O)OCC(=O)NCc2ccccc2)s1
-4	19	-2	4	5	3	2	-0.1	-1	Cc1sc2ncnc(N/N=C/c3ccc(O)cc3)c2c1C
1	1	1	-7	4	2	-2	-2.1	-5	CCOc1ccc2[nH]c(=O)c(CN(CC3COCCO3)C(=O)c3ccc(C)cc3)cc2c1 (stereo not given)
-1	-2	-3	-22	1	0	0	-0.7	-7	C[C@H](CCC(=O)NCC(=O)O)[C@H]1CC[C@H]2C3[C@H](O)C[C@@H]4C[C@H](O)CC[C@]4(C)[C@H]3C[C@H](O)[C@]12C (stereo not given in full)
9	-5	-10	-1	-1	4	1	0.2	-4	CC(=O)Nc1ccc(S(=O)(=O)N2CCCc3ccccc32)cc1
-7	6	11	6	-1	2	3	3.2	-19	O=C(NCc1cccnc1)C1CCCN1S(=O)(=O)c1ccc(Cl)cc1 (stereo not given)
-5	1	0	9	7	1	-3	-2.2	-4	O=C(CCc1ccccc1)OCC(=O)c1ccc([N+](=O)[O-])cc1
6	3	-1	3	6	1	-2	-0.5	0	COc1cc(/C=C2/C(=N)N3C(=NC2=O)SN=C3S(C)(=O)=O)ccc1OC(=O)c1ccco1
1	6	7	1	-4	4	2	-0.8	2	CN1CCN(C(=O)C2=C[C@@H](c3ccc(C(F)(F)F)cc3)C[C@@H](OCc3ccc(CO)cc3)O2)CC1
9	-6	-4	10	8	1	-4	-1.3	-6	CCCCNC(=O)Cn1nc(Cc2ccncc2)c2ccccc2c1=O
-2	12	-1	-5	1	1	-2	-0.6	-11	CC(C)(C)NC(=O)CN(C(=O)CNS(=O)(=O)c1ccccc1)c1ccc2c(c1)OCCO2
2	-6	8	5	3	0	-1	-0.2	13	CC1(c2ccccc2)NC(=O)N(NC(=O)CSc2n[nH]c(N)n2)C1=O (stereo not given)
-8	10	6	7	4	2	2	0.4	-1	COc1ccc(-c2cc(C(=O)Nc3cc(OC)c(OC)c(OC)c3)no2)cc1OC
-5	0	4	16	x	4	0	-2.0	3	CNc1ncc(C(=O)c2ccc(Br)cc2)s1
2	1	4	-6	1	1	-1	-0.6	-8	CC(=O)c1ccc(OCCCC(=O)N(CCC2=CCCCC2)c2c(N)n(Cc3ccccc3)c(=O)[nH]c2=O)cc1
-1	3	1	4	2	1	-5	-2.4	-2	CS(=O)(=O)N1N=C(c2ccccc2)CC1c1cccs1 (stereo not given)
-13	1	8	-3	1	0	-2	-0.7	3	COCCn1c(SCC(=O)Nc2cc(C)on2)nc2c(c1=O)SCC2
-5	0	4	7	-1	1	0	-1.8	-1	O=C1CC(N2CCSCC2)C(=O)N1CCc1ccccc1 (stereo not given)

4 of the compounds above, as labelled records.
CCN1C(=O)/C(=C2\Sc3ccccc3N2CC)OC1=S
  M5 antag = -12; M4 PAM = 23*; M5 PAM = 14; CRFR2-BP antag = 13; IDE cell inh = -2; CHRM4 agonist = 2; M5 ag = 0; CRFR2-BP ag = 1.7; M4 antag = -8

CCOc1ccc2[nH]c(=O)c(CN(CC3COCCO3)C(=O)c3ccc(C)cc3)cc2c1 (stereo not given)
  M5 antag = 1; M4 PAM = 1; M5 PAM = 1; CRFR2-BP antag = -7; IDE cell inh = 4; CHRM4 agonist = 2; M5 ag = -2; CRFR2-BP ag = -2.1; M4 antag = -5

CCCCC(=O)Nc1ccc(C(=O)NCCN2CCOCC2)cc1
  M5 antag = 0; M4 PAM = -2; M5 PAM = 0; CRFR2-BP antag = 0; IDE cell inh = 3; CHRM4 agonist = 1; M5 ag = -2; CRFR2-BP ag = -0.2; M4 antag = -5

Cc1sc2ncnc(N/N=C/c3ccc(O)cc3)c2c1C
  M5 antag = -4; M4 PAM = 19; M5 PAM = -2; CRFR2-BP antag = 4; IDE cell inh = 5; CHRM4 agonist = 3; M5 ag = 2; CRFR2-BP ag = -0.1; M4 antag = -1

Continued.
M5 antag	M4 PAM	M5 PAM	CRFR2-BP antag	IDE cell inh	CHRM4 agonist	M5 ag	CRFR2-BP ag	M4 antag	SMILES
1	2	1	x	x	1	0	x	2	Cc1noc(C)c1NC(=O)N1C[C@H](O)COC[C@H]2O[C@@H](CC(=O)NCC3CCCCC3)CC[C@@H]21
-1	0	4	11	0	2	-7	1.9	-8	O=C(CCNC(=O)c1ccccc1)NCC1CCCCC1
8	-2	-15	-17	3	1	-5	2.0	6	Nc1ccnn1Cc1cccnc1
10	2	2	-5	-2	0	-4	19	0	CCOc1ccc(NC(=O)COC(=O)CC2CCCCC2)cc1
3	4	1	15	7	0	-4	-1.0	-1	Nn1c(Cc2cccc3ccccc23)nnc1SCc1c(F)cccc1Cl
-2	7	-1	7	-5	3	1	1.9	3	COc1ccc(CCNS(=O)(=O)c2ccc3c(c2)OCCO3)cc1OC
8	2	2	-8	x	2	1	-1.3	2	O=C1CC[C@@H]2CC3(C[C@@H]4CCN1[C@H]24)Nc1cc([N+](=O)[O-])ccc1NC3=NC1CCCCC1 (stereo not given in full)
2	8	12	-1	11	2	-2	2.0	-12	O=C(CSc1cccc[n+]1[O-])c1ccc(-c2ccccc2)cc1
0	4	-2	9	2	1	3	-1.8	0	CCOC(=O)C1CCN(C(=O)c2ccc3c(c2)C(=O)N(c2ccccc2C)C3=O)CC1
4	-6	-4	17	-2	1	-5	-2.3	5	O=C(Nc1ccc2c(c1)OCCO2)c1ccc(Cl)c([N+](=O)[O-])c1
13	-7	0	18	-6	-1	0	0.3	-16	CC(=C1C(=O)c2ccccc2C1=O)N1CCN(c2ccc(F)cc2)CC1
9	-10	-8	x	x	1	0	x	4	c1ccc(OCCNc2nc(NCC3CC3)nc3cc(-c4ccccc4)sc23)cc1
3	-7	0	-4	0	0	-7	-1.3	5	CCOC(=O)N1CCC(N(CCN(C)C)C(=S)Nc2ccccc2C)CC1
6	7	-5	8	-7	1	-1	-0.5	14	Cc1ccc(N2CC(C(=O)OCC(=O)Nc3ccc(F)cc3F)CC2=O)cc1 (stereo not given)
-4	-1	-2	x	x	0	0	x	-10	CC1(C(=O)NS(=O)(=O)c2cccc(Cl)c2)CCN1C(=O)Cc1ccc(Cl)cc1Cl (stereo not given)
-3	3	0	14	-3	0	-1	-3.0	7	COC(=O)C(c1ccccc1)C(C(=O)OC)c1ccccc1 (stereo not given)
-7	-10	2	-12	-4	1	-1	-0.1	7	O=C(c1ccc(S(=O)(=O)N2CCCCC2)cc1)N1CCN(c2ccccc2)CC1
-1	0	2	0	2	1	-1	-0.1	-5	Cc1nn(C)cc1CNC(=O)C1CCC(=O)N(Cc2cccc(C(F)(F)F)c2)C1 (stereo not given)
2	4	9	13	4	1	-8	-1.7	6	COC(=O)NC1CSCC1OC(=O)CCN1C(=O)c2ccccc2C1=O (stereo not given)
14	-6	-4	0	-10	1	0	0.7	8	CSc1sc(-c2nnc(SCC(=O)Nc3ccccc3)n2C)c2c1C=CCC2
9	-1	-1	-1	-2	5	-1	-0.3	9	C/C(CC(=O)Nc1cc(C)ccn1)=N\NC(=O)c1cccc(C)c1O
10	0	-17	-11	-1	4	-6	0.6	-8	Cc1ccc(C(CNS(=O)(=O)c2ccc(Br)cc2)N2CCN(C)CC2)cc1 (stereo not given)
1	-7	-4	-42	3	2	1	8.4	2	CCOc1ccccc1C1CC(c2ccccc2)Nc2nc(N)nn21 (stereo not given)
7	-8	2	-1	0	5	-1	-1.9	-1	N#CC(C#N)=Cc1ccc(NC(=O)c2ccc(Br)cc2)cc1
4	2	0	7	9	0	0	3.4	1	Cc1cccn2c(=O)nc(SCC(=O)NC3CCCCC3)nc12
0	0	0	13	0	1	4	-0.8	3	CC(C)C1N(C(N)=S)N=CC1(C)C (stereo not given)
-5	3	1	-101	8	2	0	-1.4	-6	CN1/C(=C/C=N/NC(=O)c2ccc([N+](=O)[O-])cc2)C(C)(C)c2ccccc21
5	-4	-4	3	-1	-1	-7	-0.1	6	CC1CCC/C(=N\NC(=S)Nc2ccccc2)C1 (stereo not given)
1	-9	-2	2	4	0	0	-0.7	6	O=C(COc1ccc(F)cc1)NC1CC1
1	-17	-6	30	4	1	-1	-0.3	2	COc1cccc(N/C(SCc2cccc([N+](=O)[O-])c2)=C(/C#N)C(=O)NCc2cccs2)c1

Screening data from PubChem BioAssay.
